Screening data deposited in PubChem by several laboratories.
IDE cell activ: IDE (human) activation, cell-based; HEK cells, FAbeta-B cleavage, fluorescence polarization; 0% vehicle, 100% cell-free pure enzyme wells; P14735; activation, % at 5.96 µM; 0.073% of 340,000 active;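 active = activation above the mean of all tested compounds plus 3 SD, set per screening campaign, cut at about 17% in these data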
GalR3 antag: antagonists of human GalR3 | HEK293 GalR3-CNG cAMP membrane potential fluorescence; galR3 body fused to GalR1 C-terminus | 0.44% of 360,000 active | inhibition, % at 3 µM | O60755;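 active = inhibition above the screen-wide average plus 3 SD, cut at about 13% in these data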;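 note: forskolin and galanin both at EC90 stimulate the cells; cAMP rise reported by CNG channel membrane potential dye signal; 0% = forskolin plus galanin with DMSO and 100% = forskolin alone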
MEKK3 PB1 HTS: raises or lowers MEK5 binding to the human MEKK3 PB1 domain; bead-based flow cytometry, Alexa488-MEK5 binding to MEKK3; actives lie on both sides; 0 = blocked by unlabeled MEK5, 100 = vehicle; binding response (% of control), % at 10 µM; 1.4% of 290,000 active;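 active = binding response more than 3 SD above or below the average of its plate-row segment, actives on both sides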;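 note: Alexa488 bead fluorescence after subtracting the streptavidin-only scavenger bead signal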
CRFR2-BP ag: agonists of human CRF-binding protein/CRF-R2 receptor complex; AID 588473; activation, % at 13.2 µM; 0.46% of 350,000 active; HEK293 CRF-R2/CRF-BP, calcium dye fluorescence (FLIPR); percent of saturating CRF peptide response;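 active = activation of at least 50%, plus an integration ratio under a set limit after plate pattern correction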;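 note: plate controls were neutral control wells without compound for no effect and CRF at EC100 for full effect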
PHOSPHO1 inh: PHOSPHO1 (human) inhibition; recombinant PHOSPHO1, absorbance phosphatase assay; inhibition, % at 13.3 µM; 1.1% of 290,000 active; AID 1565; in the data active = inhibition above about 60%
Target sequence (Q8TCT1 whole entry, looked up): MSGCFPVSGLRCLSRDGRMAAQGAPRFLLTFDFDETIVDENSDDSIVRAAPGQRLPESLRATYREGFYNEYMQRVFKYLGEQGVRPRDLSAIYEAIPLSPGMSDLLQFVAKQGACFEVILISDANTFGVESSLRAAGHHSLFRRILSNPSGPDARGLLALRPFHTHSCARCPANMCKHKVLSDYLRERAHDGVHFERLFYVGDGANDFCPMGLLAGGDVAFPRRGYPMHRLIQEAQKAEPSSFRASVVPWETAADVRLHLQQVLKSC
CHRM4 PAM: CHRM4 positive allosteric modulation. P08173. CHO-K1 hM4/Gqi5, Fluo-8 calcium fluorescence, ACh EC20; 0% = ACh EC20, 100% = maximal ACh. activation, % at 3 µM. 0.4% of 360,000 active. AID 624126;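 active = activation above its plate's cutoff, the mean activation of sample wells plus 3 SD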; note: some results filed as inactive read as strong as hits
Target sequence (P08173 whole entry, looked up): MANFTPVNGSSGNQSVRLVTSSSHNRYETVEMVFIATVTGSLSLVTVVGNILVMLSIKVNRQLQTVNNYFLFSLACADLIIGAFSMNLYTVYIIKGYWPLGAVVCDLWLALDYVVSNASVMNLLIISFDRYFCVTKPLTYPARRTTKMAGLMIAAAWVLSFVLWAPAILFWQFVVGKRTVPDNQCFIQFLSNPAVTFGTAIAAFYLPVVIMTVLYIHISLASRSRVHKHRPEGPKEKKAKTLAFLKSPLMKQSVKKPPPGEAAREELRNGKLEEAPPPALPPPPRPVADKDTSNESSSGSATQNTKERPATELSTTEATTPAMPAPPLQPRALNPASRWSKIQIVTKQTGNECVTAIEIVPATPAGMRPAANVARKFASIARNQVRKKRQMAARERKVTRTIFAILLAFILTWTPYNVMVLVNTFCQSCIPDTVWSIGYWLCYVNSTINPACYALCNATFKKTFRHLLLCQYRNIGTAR
CRFBP-R2 block: antagonists of CRF-binding protein/CRF-R2 receptor complex. AID 588475. HEK293 CRF-R2/CRF-BP, CRF-induced calcium fluorescence. 0.59% of 350,000 active. inhibition, % at 11.8 µM;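 active = inhibition of the ligand-induced calcium signal above about 50% at the single tested concentration, limit read from the data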
IDE cell inh: inhibits human insulin-degrading enzyme in HEK cells | P14735 | FAbetaB cleavage, fluorescence polarization | inhibition, % at 5.59 µM | 0.41% of 320,000 active;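 active = percent inhibition above the average of all tested compounds plus 3 SD, set per screening campaign, cut at about 16% in these data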;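 note: IDE supplied by intact live HEK cells; FP after avidin binding of uncleaved biotin substrate so inhibition keeps polarization high; 0% = DMSO wells and 100% = 60 µM reference IDE inhibitor Ii1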
p-CIP stab down: compounds decreasing mouse p/CIP protein stability | AID 1984 | F442A p/CIP-EGFP cells, EGFP fluorescence, 16 h | decrease of EGFP signal, % at 10 µM | 0.01% of 290,000 active | Q05BA5;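 active = EGFP signal decrease of at least 30% at 10 µM or well 3 SD below plate mean, unless failing retest; inactive = the rest, including hits failing retest or dose response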; note: some compounds called inactive have numbers as strong as hits; many of its hits are not listed in these tables
Active calls of the source: *; x = no result given.

SMILES | IDE cell activ | GalR3 antag | MEKK3 PB1 HTS | CRFR2-BP ag | PHOSPHO1 inh | CHRM4 PAM | CRFBP-R2 block | IDE cell inh | p-CIP stab down
CCOc1cc(C(=O)OC(C)C(=O)Nc2ccccc2OC)ccc1OCC(=O)N1CCOCC1 (centres undefined) | 1 | -1 | x | -3.5 | x | 7 | 7 | x | x
Cc1ccc(C(=O)O/N=C(\N)c2ccccn2)c(Cl)c1 | 0 | -9 | 106 | -2.2 | 41 | -6 | 7 | 4 | -1
CCn1cc(C(=O)N2CCN(c3ccccn3)CC2)c(=O)c2cc(S(=O)(=O)N(C)C3CCCCC3)ccc21 | -1 | -10 | 89 | -2.1 | 3 | -6 | 2 | 2 | 11
O=C(O)/C=C/C(=O)NCCNc1ncc(C(F)(F)F)cc1Cl | 4 | -3 | 101 | 0.1 | 39 | 4 | 1 | 0 | -14
Cc1ccc(C2N3CC4([N+](=O)[O-])CN2CC([N+](=O)[O-])(C3)C4(C)C)cc1 (centres undefined) | 1 | 1 | 99 | 0.5 | -5 | 3 | 0 | 6 | 9
Cc1cccc(C)c1NS(=O)(=O)c1cc2c3c(c1)CCN3C(=O)CC2 | 3 | 0 | x | -0.4 | x | 7 | 10 | 3 | x
O=C(NC1CCCCC1)C1CCCN1S(=O)(=O)c1ccc(F)cc1 (centres undefined) | 1 | -7 | 104 | 0.2 | 6 | -4 | 9 | 2 | -12
COc1cccc(NC(=S)N2CCCN(Cc3ccc(F)cc3)C2)c1 | 8 | -4 | 110 | 2.0 | -8 | -15 | 20 | -2 | -4
O=C(NCc1ccncc1)c1ccc(NS(=O)(=O)c2ccccc2)cc1 | -2 | -3 | 99 | 1.3 | 15 | -1 | -2 | 4 | -4
CCCn1ccnc1SC(C)C(=O)Nc1c(C)n(C)n(-c2ccccc2)c1=O (centres undefined) | 5 | -2 | x | -1.0 | x | 1 | 2 | 0 | x

Entries of single compounds from above. Screens in order: IDE cell activ	GalR3 antag	MEKK3 PB1 HTS	CRFR2-BP ag	PHOSPHO1 inh	CHRM4 PAM	CRFBP-R2 block	IDE cell inh	p-CIP stab down
Cc1ccc(C(=O)O/N=C(\N)c2ccccn2)c(Cl)c1 is listed as 0	-9	106	-2.2	41	-6	7	4	-1
CCn1cc(C(=O)N2CCN(c3ccccn3)CC2)c(=O)c2cc(S(=O)(=O)N(C)C3CCCCC3)ccc21 is listed as -1	-10	89	-2.1	3	-6	2	2	11
CCOc1cc(C(=O)OC(C)C(=O)Nc2ccccc2OC)ccc1OCC(=O)N1CCOCC1 (centres undefined) is listed as 1	-1	x	-3.5	x	7	7	x	x

Going on with the list.
SMILES | IDE cell activ | GalR3 antag | MEKK3 PB1 HTS | CRFR2-BP ag | PHOSPHO1 inh | CHRM4 PAM | CRFBP-R2 block | IDE cell inh | p-CIP stab down
O=C(Nc1ccccc1)Nc1cnccn1 | 4 | 0 | 98 | -0.8 | 43 | 5 | 4 | 0 | -13
CCS(=O)(=O)N1Cc2ccccc2CC1C(=O)Nc1ccc(OC)c(OC)c1 (centres undefined) | -6 | -8 | 105 | -1.9 | 32 | 15 | -14 | -4 | -2
CCc1nnc(NC(=O)CN2C(=O)c3ccccc3S2(=O)=O)s1 | 3 | -16 | 104 | -0.2 | -36 | -8 | 7 | 0 | 7
Nc1c(C(=O)N/N=C/c2ccc(Cl)cc2)cnn1-c1ccccc1 | -3 | -3 | 93 | -0.5 | 32 | 13 | -4 | 18* | -16
CC(=O)Nc1cccc(NC(=O)C2CCCN2C(=O)Nc2ccccc2C)c1 (centres undefined) | 1 | 1 | 100 | -1.8 | 30 | 1 | 7 | -1 | -1
CC(C)C(=O)OCC(=O)NCc1ccccc1Cl | -2 | -3 | 105 | -1.2 | -35 | -7 | 0 | -1 | 12
COc1ccc(S(=O)(=O)CCC(=O)Nc2ccc(OC)cc2OC)cc1 | 11 | -7 | 95 | -1.3 | 0 | 1 | 22 | -5 | -3
COc1ccc(Cl)cc1NC(=O)CN1C(=O)NC2(CCCC2)C1=O | 4 | -8 | 103 | 1.2 | -123 | -8 | -9 | -2 | 2
Cc1cc([N+](=O)[O-])c2[nH]c(C(=O)N/N=C/c3ccccc3C(=O)O)c(-c3ccccc3)c2c1 | 6 | -4 | x | -1.4 | 3 | -4 | 15 | x | -7
CC(C)(C)NS(=O)(=O)c1ccc(-c2csnn2)s1 | 0 | -3 | 103 | -0.5 | 0 | 3 | 2 | -2 | 6
COc1ccc(-c2noc(-c3ccccc3F)n2)cc1 | 6 | 4 | 104 | 2.6 | 5 | 10 | -2 | 1 | -13
CCc1cc(C(=O)N2CCCC(C(=O)c3ccc(C(F)(F)F)cc3)C2)n(C)n1 (centres undefined) | 5 | -1 | 101 | -0.4 | 22 | -1 | 8 | x | -6
CCN(CC)CCNC(=O)CCCCCn1c(=O)[nH]c2cc(C(=O)OC)ccc2c1=O | 3 | -1 | 102 | -0.6 | 13 | -1 | 8 | -1 | -9
CC(C)CN(C(=O)COC(=O)C1=COCCO1)c1c(N)n(Cc2ccccc2)c(=O)[nH]c1=O | 0 | -6 | x | 2.5 | x | 16 | -7 | -13 | x
CC(CCc1ccccc1)NC(=O)CCNC(=O)Cn1ccc2ccccc2c1=O (centres undefined) | -1 | -3 | 106 | -2.7 | 5 | 8 | 7 | -5 | 0
O=C(CSc1nccc(=O)[nH]1)N1c2ccccc2CCc2ccccc21 | 0 | -9 | 100 | 0.4 | -16 | 2 | 0 | 3 | -5
N#Cc1nc(-c2ccco2)oc1N1CCN(C(c2ccccc2)c2ccccc2)CC1 | 3 | -1 | 91 | -1.0 | -12 | -4 | 0 | 3 | -8
Cc1cccc(OCCNC(=O)c2ncn[nH]2)c1 | 3 | -2 | 100 | 1.3 | -11 | 4 | -37 | 4 | -7
Cc1ccc(Nc2nc(-c3cccnc3)cs2)cc1Cl | 4 | -2 | 108 | -1.4 | -6 | 1 | -4 | 0 | 1
CCCn1c(SCC(=O)Nc2cccnc2Cl)n[nH]c1=O | 3 | -3 | x | -0.9 | x | -1 | 3 | -3 | x

Sorted by molar mass (ascending): some entries from above.
SMILES | IDE cell activ | GalR3 antag | MEKK3 PB1 HTS | CRFR2-BP ag | PHOSPHO1 inh | CHRM4 PAM | CRFBP-R2 block | IDE cell inh | p-CIP stab down
O=C(CSc1nccc(=O)[nH]1)N1c2ccccc2CCc2ccccc21 | 0 | -9 | 100 | 0.4 | -16 | 2 | 0 | 3 | -5
CC(CCc1ccccc1)NC(=O)CCNC(=O)Cn1ccc2ccccc2c1=O (centres undefined) | -1 | -3 | 106 | -2.7 | 5 | 8 | 7 | -5 | 0
N#Cc1nc(-c2ccco2)oc1N1CCN(C(c2ccccc2)c2ccccc2)CC1 | 3 | -1 | 91 | -1.0 | -12 | -4 | 0 | 3 | -8

Later entries
SMILES | IDE cell activ | GalR3 antag | MEKK3 PB1 HTS | CRFR2-BP ag | PHOSPHO1 inh | CHRM4 PAM | CRFBP-R2 block | IDE cell inh | p-CIP stab down
Cc1ccc(C(C)NC(=O)Cc2cccs2)c(C)c1 (centres undefined) | 5 | -12 | 96 | -1.5 | 4 | -1 | 6 | 4 | -15
O=[N+]([O-])C(=C1Nc2ccccc2N1)C(Cl)=C(Cl)Cl | -1 | -7 | 93 | -0.7 | 43 | -3 | -12 | 11 | 18
O=C(COC(=O)CCOc1ccccc1)NCCC1=CCCCC1 | 6 | -2 | 103 | 1.3 | -1 | 0 | -4 | -1 | 9
O=C(CN1C(=O)c2ccccc2S1(=O)=O)NCCSC1CCCCC1 | -1 | 1 | 107 | -2.0 | 4 | 9 | -10 | 7 | -3
Cc1cc2[nH]c(=O)c(=O)[nH]c2cc1S(=O)(=O)Nc1cccc(Cl)c1 | 9 | 1 | 106 | -1.1 | 17 | -7 | 4 | 12 | -18
COC(=O)c1c(NC(=O)C2COc3ccccc3O2)sc2c1CCN(C(C)=O)C2 (centres undefined) | 1 | -1 | 99 | 0.9 | -21 | -7 | -33 | -1 | -9
C/C(=N\c1nc2ccccc2n1C)c1cc(Cl)ccc1O | -3 | -2 | 104 | -1.2 | 18 | 7 | 12 | 5 | -9
O=C(COC(=O)/C=C/c1ccc(Cl)c(Cl)c1)NC1CC1 | -1 | -3 | x | -1.8 | x | -4 | 23 | -2 | x
O=C(Cn1nc(-c2nn(CC(=O)c3ccccc3)c3[n+]2CCCCC3)[n+]2c1CCCCC2)c1ccccc1 | x | -1 | 99 | -0.8 | 20 | -8 | 0 | 5 | -3
N#Cc1ccsc1NC(=O)c1cccc(-n2cnnn2)c1 | -4 | 11 | 99 | 3.5 | 18 | -8 | -4 | -1 | -10
CCC1CCCCN1CCCNC(=O)c1ccc2c(=O)n(Cc3ccc(OC)cc3)c(=O)[nH]c2c1 (centres undefined) | 1 | -5 | 97 | 0.2 | 2 | 3 | -13 | 1 | 5
CCOc1ccc(S(=O)(=O)NCCC(=O)NCc2ccco2)cc1 | -2 | -5 | 108 | -2.0 | 7 | 5 | 18 | 1 | 6
COc1ccccc1/C=C1\CCCC2=C1Nc1nnnn1C2c1ccccc1OC (centres undefined) | -2 | 0 | 104 | 0.7 | -5 | -5 | -26 | 11 | -3
OC(CCc1ccncc1)c1ccccc1 (centres undefined) | 6 | -2 | x | -0.7 | x | 0 | -1 | 11 | x
CCC1CCCCN1C(=O)c1cccc(S(=O)(=O)Nc2cc(C(F)(F)F)ccc2Cl)c1 (centres undefined) | -3 | -1 | 104 | 1.5 | -5 | -9 | -4 | -2 | -9
Cc1ccc(C)c(OCc2cc(C(=O)N3CCC(N4CCCC(O)C4)CC3)no2)c1 (centres undefined) | 5 | 4 | 102 | -0.3 | 24 | -9 | -1 | -1 | 0
N=C1/C(=C\c2coc3ccccc3c2=O)C(=O)N=C2SC=CN12 | -70 | -3 | 105 | 181* | -15 | -43 | -164 | 48* | -20
COc1ccccc1/C=N/NC(=O)c1sc(C)nc1C | 3 | -4 | 100 | -2.4 | 29 | 4 | -6 | 2 | 2
CCOC(=O)c1ccc(N2C=C(C(=O)OC)C(c3ccc(OC)c(O)c3)C(C(=O)OC)=C2)cc1 | 1 | -10 | 100 | -0.5 | 18 | 2 | 3 | 0 | -3
CC(=O)Nc1cccc(NS(=O)(=O)c2ccccc2[N+](=O)[O-])c1 | -4 | -1 | 105 | 3.2 | 46 | -1 | 8 | 5 | 0
CC1CN(CCOc2ccccc2[N+](=O)[O-])CC(C)O1 (centres undefined) | 2 | -5 | 97 | 2.9 | 4 | 2 | 20 | 1 | 3
COc1ccc(CCN2CN(S(=O)(=O)c3ccc(C)cc3)c3nc4ccccc4nc32)cc1OC | -1 | 0 | 105 | 1.4 | -14 | 0 | 17 | 4 | 0
COc1cccc2c3c(c(=O)[nH]c12)CC(C)(C)O3 | x | -5 | x | -2.8 | x | 4 | 10 | 9 | x
